# N-glyco inh = increase of ERlucT glycosylation luciferase signal, primary screen, N-linked glycosylation inhibitor project, D54 ERlucT cells, luminescence, set 2 | D54 ERlucT glycosylation luciferase reporter, 24 h; percent of 100 nM tunicamycin response | reporter increase, % at 12.5 µM | 360,000 tested, 0.23% active | AID 588692, 2011;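 active = mean luciferase reporter signal, scaled so untreated is 0 and the glycosylation-blocking control 100, at or above a set limit in every replicate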;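 note: luciferase carries N-glycosylation sites so blocking glycosylation raises the light; 0% = median of neutral control wells and 100% = median of 100 nM tunicamycin wells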
# ABCB6 inh 2 = ABCB6 transporter inhibitors, primary screen, K562-ABCB6 cells, flow cytometry, MLPCN library; ATP-binding cassette sub-family B member 6 (Homo sapiens), Q9NP58; K562-ABCB6 porphyrin accumulation, 1 h; stronger effect = lower value; fluorescence ratio to DMSO, % at 10 µM; 360,000 tested, 0.19% active; AID 602162, 2011;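 active = fluorescence ratio to DMSO below 75%, the collection mean minus 3 SD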;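 note: signal is porphyrin accumulated inside mitochondria; 100% equals median channel fluorescence of DMSO control wells; lower ratio means ABCB6 inhibition with less porphyrin fluorescence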
# MC4R barr agon = MC4R agonists recruiting beta-arrestin, primary screen, cell-based, luminescence, agonist arm of biased-ligand search; U2OS MC4R beta-arrestin complementation; percent of melanotan II response, DMSO zero; activation, % at 8.9 µM; 360,000 tested, 0.98% active; AID 540308, 2011;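 active = activation above a per-plate cutoff, the mean activation of sample wells on that plate plus 3 SD, cut at about 8% in these data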
# Target sequence (P32245 whole entry, looked up): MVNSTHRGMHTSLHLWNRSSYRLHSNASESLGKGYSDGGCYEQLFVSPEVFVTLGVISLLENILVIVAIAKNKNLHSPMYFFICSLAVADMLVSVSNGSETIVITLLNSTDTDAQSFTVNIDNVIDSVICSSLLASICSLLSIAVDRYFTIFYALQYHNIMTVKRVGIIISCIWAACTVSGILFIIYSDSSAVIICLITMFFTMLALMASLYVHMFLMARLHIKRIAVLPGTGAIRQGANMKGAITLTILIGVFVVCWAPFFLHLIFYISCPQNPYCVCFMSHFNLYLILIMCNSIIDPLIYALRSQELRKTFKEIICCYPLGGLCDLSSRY
# PDI turbidity = inhibitors of human PDI, primary screen, biochemical, turbidity, single point, plate reader. 350,000 tested, 0.052% active. Protein disulfide-isomerase (Homo sapiens), P07237. PDI insulin aggregation turbidity, A650, 90 min. AID 588391, 2011. inhibition, % at 10 µM;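 active = mean inhibition across replicates of 30% or more, whatever share of single replicates reach that level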;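 note: absorbance from insulin aggregation driven by PDI reduction with DTT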
# Target sequence (P07237 whole entry, looked up): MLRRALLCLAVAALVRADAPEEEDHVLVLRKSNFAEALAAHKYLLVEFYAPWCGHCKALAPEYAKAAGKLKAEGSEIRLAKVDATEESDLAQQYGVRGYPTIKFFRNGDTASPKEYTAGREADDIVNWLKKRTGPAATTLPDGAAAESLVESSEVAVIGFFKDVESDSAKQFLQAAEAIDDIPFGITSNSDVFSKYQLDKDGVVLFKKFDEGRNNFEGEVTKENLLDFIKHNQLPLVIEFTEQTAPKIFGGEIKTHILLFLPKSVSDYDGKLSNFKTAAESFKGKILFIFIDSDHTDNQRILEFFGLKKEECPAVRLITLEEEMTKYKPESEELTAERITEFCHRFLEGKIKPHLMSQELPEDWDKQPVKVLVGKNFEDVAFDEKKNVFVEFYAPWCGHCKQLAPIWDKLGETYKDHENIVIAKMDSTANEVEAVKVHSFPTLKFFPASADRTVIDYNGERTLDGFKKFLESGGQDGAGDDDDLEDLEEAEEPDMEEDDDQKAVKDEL
# Granule exo inh = LAMP-1 surface exposure blockers, TALL-104 cells – cell-based, flow cytometry, MLPCN library, primary screen. TALL-104 LAMP-1 surface exposure; cells stimulated with thapsigargin and PMA. inhibition, % at 10 µM. 360,000 tested, 0.66% active. AID 651702, 2012;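 active = inhibition above about 55%, limit read from the data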
# Cardio protect = cardioprotection against H2O2-induced cell death, primary screen, uHTS, H9c2 cells, ATPLite luminescence; 360,000 tested, 0.63% active; protection from H2O2 cell death, % at 20 µM; H9c2 cardiomyocytes, H2O2 injury protection, 2 h;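 active = compounds giving at least 50% protection of heart cells from peroxide-induced death in the single-dose screen, raw or plate-pattern-corrected value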;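 note: 0% = DMSO wells with peroxide and 100% = DMSO wells without peroxide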
# ABHD5-PLIN5 inh = ABHD5-PLIN5 interaction inhibitors, primary screen, cell lysate, split luciferase complementation, luminescence; Perilipin-5 (Homo sapiens) + 1-acylglycerol-3-phosphate O-acyltransferase ABHD5 (Homo …; Split G. princeps luciferase complementation, 4 h; inhibition, % at 4 µM; 360,000 tested, 0.78% active; AID 602281, 2012;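 active = inhibition above the mean inhibition across every tested compound plus 3 SD, cut at about 22% in these data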;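 note: 0% = DMSO only wells and the 100% control is not disclosed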
# CaV13 FRET inh = Disruptors of the CACNA1D IQ motif to Ca2+-dependent inactivation inhibitor domain association, primary screening, Förster resonance energy transfer in intact living …; 340,000 tested, 0.098% active; AID 743397; HEK cells, CFP/YFP FRET ICDI-IQ, plate reader, 10 min; percent FRET-ratio fall versus neutral wells; inhibition, % at 12.3 µM;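 active = mean replicate inhibition of at least 30% and at least 1% of replicates passing that level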;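 note: 0% = median of the neutral control wells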
# HTR2A ag = mouse Htr2a agonists via beta-arrestin recruitment, primary screen, cell-based, luminescence; 5-hydroxytryptamine receptor 2A (Mus musculus), P35363; CHO-K1 mHTR2A beta-arrestin complementation; percent of 30 µM serotonin response; activation, % at 7.6 µM; 360,000 tested, 0.66% active; AID 624169, 2012;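 active = activation above a run cutoff, the mean activation of all tested compounds plus 3 SD, cut at about 14% in these data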;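 note: 0% = plate median of compound wells and 100% = 30 µM serotonin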
# MC4R antag cAMP = MC4R antagonists of cAMP signaling, primary screen, cell-based, TR-FRET, antagonist arm of biased-ligand search. MC4R-expressing cells, MTII-stimulated cAMP, LANCE TR-FRET. inhibition, % at 6.5 µM. 360,000 tested, 0.48% active;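 active = inhibition above its plate's cutoff, the mean of tested wells on that plate plus 3 SD, cut at about 29% in these data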;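 note: 0% = Melanotan II alone and 100% = Melanotan II plus saturating MCL0020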
#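 material = U2OS cells stably expressing human melanocortin 4 receptor (MC4R) | also added = Melanotan II challenge | dosing = single nominal compound dose of 6.5 µM | detection = TR-FRET with Eu-cAMP and labeled anti-cAMP, 671 nm | replication = singlicate | timing = compound 30 min, challenge 1 h, detection 1 h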
# * = called active by the depositor; nt = no result given. The order is random; overall some 4.2% were active at least once.
SMILES,N-glyco inh,ABCB6 inh 2,MC4R barr agon,PDI turbidity,Granule exo inh,Cardio protect,ABHD5-PLIN5 inh,CaV13 FRET inh,HTR2A ag,MC4R antag cAMP
Oc1ccc(-c2nccs2)cc1,1,97,0.1,3,14,0,-6,-5,1,12
CNC(=O)c1nnn(-c2ccccc2)c1C(=O)NC,1,195,0.1,-3,-4,4,0,nt,-2,10
COc1ccc(CN2CCNC(=O)C2CC(=O)O)cc1OC (centres undefined),2,100,0.6,-3,-2,2,-15,-8,-2,-1
CCOC(=O)C1=C(O)C(=O)C(C(=O)OCC)C1 (centres undefined),0,92,-2.2,6,-3,3,1,-6,1,2
Cc1c(NC(=O)CSc2nnc3sc4ccccc4n23)c(=O)n(-c2ccccc2)n1C,-1,98,0.3,-2,10,-3,1,nt,-1,5
O=C(O)CCCn1nc(C(F)(F)F)c2c1CCCCC2,3,89,-1.4,4,-4,2,4,-4,-2,5
CC(=O)N1CCc2cc(S(=O)(=O)NCCC(=O)Nc3cccc(C)c3)ccc21,0,92,1.4,-6,-1,-6,4,nt,-1,6
Cc1ccc(SCc2cc(=O)[nH]c(N3CCN(C)CC3)n2)cc1,0,79,-0.9,12,-1,-8,0,nt,-9,-6
CCn1c(=O)cc(OCC(=O)Nc2cccnc2)c2ccccc21,2,95,-2.1,3,0,20,5,-3,1,-1
COC(CNC(=O)C1CCCN(S(=O)(=O)c2c(C)noc2/C=C/c2cccs2)C1)OC (centres undefined),0,100,-1.4,0,-4,2,5,4,-1,-1
O=C(COC(=O)C1(c2ccccc2F)CCCC1)NC1CCS(=O)(=O)C1 (centres undefined),0,117,-0.3,-3,-2,8,1,nt,4,11
Cc1ccc(-c2nnc(Nc3ccc(CC(N)=O)cc3)c3ccccc23)cc1S(=O)(=O)NCCO,3,99,-1.2,8,1,6,-1,-6,-3,-6
CCOC(=O)C(NCCOC)(NC(C)=O)C(F)(F)F (centres undefined),3,90,0.2,1,-6,2,-1,1,-2,3
c1ccc2c(c1)Nc1cc3ccccc3cc1S2,4,96,-2.3,2,12,-3,-9,2,-1,10
COc1cc(OC)c(OC)cc1/C=C1\Oc2cc(OCC(=O)N3Cc4ccccc4C[C@H]3C(=O)O)ccc2C1=O,2,129,-0.3,nt,-1,0,5,nt,-2,-7
S=C(Nc1ccc(Cl)cc1)c1nc2ccccc2s1,-2,100,8.6*,-6,-4,-7,-2,-2,0,-3
CCCNC(=O)NC(=O)COC(=O)/C=C/c1cc(Br)ccc1F,0,97,1.6,-3,-3,-2,-1,-3,8,25
COc1ccccc1CNn1c(-c2cccc(C)c2)nc2ccccc2c1=O,-2,95,3.5,-14,-1,15,4,-7,1,4
Cc1cc(C(F)(F)F)c2c(N)c(C(=O)NCc3ccc(Cl)cc3)sc2n1,nt,102,nt,nt,-1,nt,-6,-10,10,nt
CCOCC(=O)N1CCN(c2ccc([N+](=O)[O-])cc2)CC1,3,97,2.0,-7,0,-5,9,-8,2,11
C=C(C)c1cccc(C(C)(C)NC(=O)Nc2ccc(OC)nc2)c1,1,97,-1.4,-7,0,-5,-3,-4,45*,3
COC(=O)COc1ccc(S(=O)(=O)N2CCN(c3ccc(OC)cc3)CC2)cc1,-1,95,-1.3,-10,-3,9,-5,-5,-1,30*
Cc1ccc(S(=O)(=O)N2CCN(C(=O)N3CCOCC3)C2C(C)C)cc1 (centres undefined),2,101,0.0,7,0,8,-6,-4,1,15
COc1ccc(C2CC(=O)n3c(nc4ccccc43)S2)cc1OC (centres undefined),1,101,-1.5,-8,-3,4,-4,-5,1,2
CCc1cc(=O)oc2cc(C)cc(OC(C)C(=O)O)c12 (centres undefined),1,96,0.2,-5,3,2,-3,-4,0,-4
Cc1c(NC(=O)C2CCCN2S(=O)(=O)c2ccc(Cl)cc2)c(=O)n(-c2ccccc2)n1C (centres undefined),0,99,0.4,-2,-13,-2,3,-8,3,0
Cc1ccc2[nH]c3nc(NN)nnc3c2c1,3,98,-0.3,5,-9,29,-3,-16,10,-1
COc1ccc2[nH]c3c(c2c1)CCNC3C1CC=C(C)CC1 (centres undefined),12,96,-4.2,4,5,16,2,-29,-1,3
COc1cc2nc(C3CCC3)nc(N3CCN(c4ccccc4OC)CC3)c2cc1OC,-7,96,3.0,4,4,-4,16,-6,3,13
Cc1ccc2c(C)c(C(=O)N3CCN(C4CCS(=O)(=O)C4)CC3)oc2c1C (centres undefined),-2,90,0.4,7,-1,2,4,-7,-5,3
CS(=O)(=O)N1CCc2cc(S(=O)(=O)N3CCN(Cc4ccc5c(c4)OCO5)CC3)ccc21,-2,84,1.0,4,-3,-4,2,-4,-2,1
CCOC(=O)NC1(Nc2ccc(C)cc2)Oc2ccccc2O1,0,101,-2.3,-1,-1,29,-3,-15,0,6
Cc1ccc(NC(=O)c2ccc(CNS(=O)(=O)c3cccc(C(F)(F)F)c3)cc2)cc1,-1,94,1.9,-4,3,5,-11,-5,-2,0
O=C(OCc1ccccc1F)c1cc(S(=O)(=O)N2CCCCC2)ccc1N1CCOCC1,-3,99,-0.9,2,-6,-12,2,-12,-9,4
CCOc1ccccc1N(CC(=O)NCCc1ccccc1)C(=O)CCC(=O)Nc1ccccn1,0,103,-1.5,1,-13,-2,0,-7,9,8
Cc1ccc(NC(=O)NC2CCCCC2)cc1S(=O)(=O)N1CCOCC1,-1,90,-1.3,4,-4,-12,8,-6,4,10
CCCCn1nc(CC(=O)O)c2ccccc2c1=O,1,97,1.4,-3,-2,4,9,-8,6,-4
Cc1ccc(S(=O)(=O)/N=C(\N)Nc2nc(C)c3cc(C)c(C)cc3n2)cc1,2,99,1.9,-8,1,-8,-6,-3,2,15
COC(=O)C1=C(N)Oc2cc(C)n(Cc3cccnc3)c(=O)c2C1c1ccc(OC)c(OC)c1 (centres undefined),3,99,0.3,-3,-2,28,9,0,-2,5
O=C(NC1CCCCC1)C1CCN(S(=O)(=O)N2CCCCCC2)CC1,1,81,0.6,-3,-1,-4,5,-4,-2,0
COc1ccc(/C=C/C(=O)Nc2cccc(F)c2)cc1S(=O)(=O)N1CCOCC1,0,97,2.5,-2,8,10,-6,3,7,-4
COC(=O)c1cnn2c(C(F)(F)F)cc(-c3ccc(F)cc3)nc12,1,100,-0.2,2,2,5,11,-5,0,8
O=C(N/N=C/C=C\c1ccccc1[N+](=O)[O-])c1cccnc1,-2,96,-0.1,1,-6,-4,-2,-5,4,-7
Cc1cc([N+](=O)[O-])nn1CC(=O)Nc1sc2c(c1C(N)=O)CCCC2,4,99,-0.5,2,4,8,-8,-2,-1,8
Cc1ccc2c(c1)COc1c3ccc(C(=O)NC(C)C)cc3nn1-2,-2,102,-1.7,3,0,-5,-5,-5,-7,24
CC(=O)N1c2ccc(S(=O)(=O)N3CCC(C(=O)N4CCN(c5ccccc5)CC4)CC3)cc2CC1C (centres undefined),-1,93,-3.3,4,0,-15,-5,-7,-1,6
COc1ccc(C(=O)C2CCN(CC(=O)Nc3ccc(C)cc3)CC2)cc1,-4,98,-2.1,-9,-9,-1,2,-2,-8,-4
COc1ccccc1OCC(=O)Nc1cc(S(=O)(=O)N2CCCCC2)ccc1N1CCCCC1,-8,89,-2.3,-4,-6,-8,-3,-6,-10,18
NS(=O)(=O)c1ccc(CCNCc2cccnc2)cc1,-1,103,-1.3,-3,-8,5,-1,-5,-3,21
COc1ccc(NC(=O)c2cccc(S(=O)(=O)N3CCCC3)c2)cc1OC,0,98,-2.8,-2,11,4,7,-5,2,10
O=C(CSc1nnc(CNC(=O)c2ccccc2F)o1)Nc1cccc(C(F)(F)F)c1,-1,103,1.6,-1,-12,-4,5,-2,-8,-4
CC(=O)Nc1nn(C)c2nc3cc(C)ccc3cc12,3,104,-0.8,-20,-3,16,-3,0,-2,-11
COc1ccc(S(=O)(=O)N(C)CC(=O)NCc2ccccn2)cc1,-1,97,-0.4,5,-1,4,-6,-2,3,21
CCOC(=O)c1cc2ccc(OC)cc2oc1=O,-2,92,-2.2,-10,-1,3,1,-5,-1,2
O=C(CSC1=NCCS1)Nc1ccc2ccccc2c1,2,109,-1.0,-13,-1,-5,0,-4,-2,6
CCOC(=O)C1(Cc2cccc(Cl)c2)CCCN(C(=O)c2ccnn2C)C1 (centres undefined),nt,101,-2.5,7,-1,0,-2,-2,4,-2
Cc1ccc(-n2c(=O)c3c(n4cnnc24)-c2ccccc2CC32CCCCC2)cc1,-1,100,7.9,-14,0,-6,-1,-3,2,14
Cc1cccc(NC(=S)Nc2ccccn2)c1,1,83,2.1,6,-5,0,7,-5,-2,1
COc1ccc(CN(C(=O)c2ccco2)C2CC(C)N(C)CC2C)cc1 (centres undefined),0,92,-0.6,-4,-1,15,5,-4,-4,2
O=C(CN1CCOCC1)N1CCOCC1,5,97,-1.9,-20,5,1,8,-5,1,1

# An excerpt from above in order of their number in HTR2A ag, high to low.
mol	N-glyco inh	ABCB6 inh 2	MC4R barr agon	PDI turbidity	Granule exo inh	ABHD5-PLIN5 inh	CaV13 FRET inh	HTR2A ag	MC4R antag cAMP
COc1ccc(NC(=O)c2cccc(S(=O)(=O)N3CCCC3)c2)cc1OC	0	98	-2.8	-2	11	7	-5	2	10
Cc1cccc(NC(=S)Nc2ccccn2)c1	1	83	2.1	6	-5	7	-5	-2	1
COc1ccc(CN(C(=O)c2ccco2)C2CC(C)N(C)CC2C)cc1 (centres undefined)	0	92	-0.6	-4	-1	5	-4	-4	2

# (list continues)
SMILES,N-glyco inh,ABCB6 inh 2,MC4R barr agon,PDI turbidity,Granule exo inh,Cardio protect,ABHD5-PLIN5 inh,CaV13 FRET inh,HTR2A ag,MC4R antag cAMP
Cc1cccc(OCC(=O)OCC(=O)N(CC(C)C)c2c(N)n(Cc3ccccc3)c(=O)[nH]c2=O)c1C,0,100,-2.4,1,1,-2,-5,-5,1,4
O=c1c2ccccc2nc(/C=C/c2cccnc2)n1CCc1ccccc1,2,100,0.0,0,15,43,8,-5,-2,-3
COc1ccc(C2c3[nH]c4ccccc4c3C[C@H]3C(=O)N(CC(C)C)CC(=O)N23)c(OC)c1 (some centres undefined),0,98,-0.6,1,1,3,-7,-5,27*,23
O=C(N/C(=C/c1ccccc1F)C(=O)N1CCCCC1)c1ccccc1,-1,90,-2.0,9,-6,10,2,-3,-1,-1

# Screening data as filed in PubChem.
